Screening data from PubChem.
esBAF inh = SWI/SNF esBAF complex inhibition | actives 2% (n = 350,000) | reporter increase, % at 12.5 µM | AID 602393 | mouse ES cells, Bmi1-luciferase knock-in reporter, 24 h; 100% = twice the neutral-well signal; in the data active means activation above about 40%; inconclusive means no clear call, values can overlap the other calls;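 further: 0% = median of the plate's neutral control wells and 100% = double that signal; a rise in the Bmi1 reporter signal indicates esBAF inhibition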
XiGFP reactiv = X-chromosome reactivation activator. XiGFP mouse fibroblasts, % GFP-positive cells imaging, 3 d; cells co-treated with 5-aza-dC sensitizer; scaled so ellipticine positive control = 100%. AID 743238. activation, % at 7.58 µM. actives 0.055% (n = 360,000);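 active means mean normalized replicate activation at least 10% and every replicate at or above 10%; inconclusive means only one of the two criteria met; inactive means mean below 10% and not all replicates reach 10%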;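 further: 0% = median of on-plate neutral control wells and 100% = ellipticine 6 µM median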
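Schedule: 3 d treatment, 15 min room-temperature fixation; system: 68-5-11 XiGFP fibroblast line; buffer or medium: DMEM plus 5-aza-dC sensitizer; control set: ellipticine 6 µM positive control; compound: one concentration, pinned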
ERp5 inh = inhibitors of human ERp5. Q15084. ERp5 insulin aggregation, absorbance 650 nm, 90 min. inhibition, % at 9.99 µM. actives 0.05% (n = 350,000);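 active means mean replicate inhibition above about 25%, with every replicate also reaching it, limit read from the data, passing the limit was not always enough; inconclusive means only one of those two criteria met; inactive means neither criterion met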
Target sequence (Q15084 whole entry, looked up): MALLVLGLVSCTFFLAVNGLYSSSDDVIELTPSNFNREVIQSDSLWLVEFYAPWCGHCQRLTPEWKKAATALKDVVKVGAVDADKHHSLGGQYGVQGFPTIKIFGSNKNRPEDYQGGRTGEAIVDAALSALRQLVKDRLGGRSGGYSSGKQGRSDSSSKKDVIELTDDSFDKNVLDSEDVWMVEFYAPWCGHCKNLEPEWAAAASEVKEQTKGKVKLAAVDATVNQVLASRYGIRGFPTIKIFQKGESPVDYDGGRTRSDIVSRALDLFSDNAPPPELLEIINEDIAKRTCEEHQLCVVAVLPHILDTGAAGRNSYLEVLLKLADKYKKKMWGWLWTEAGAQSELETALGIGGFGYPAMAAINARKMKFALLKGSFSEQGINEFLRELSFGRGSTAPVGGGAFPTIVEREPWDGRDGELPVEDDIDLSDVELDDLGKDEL
RAD52 anneal inh = RAD52 (human) annealing inhibition; P43351; recombinant RAD52 DNA annealing, FRET fluorescence; inhibition, % at 18.7 µM; actives 0.46% (n = 360,000);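 active means every replicate showing at least 50% inhibition; inconclusive means mean inhibition at least 50% but not in every replicate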
Target sequence (P43351 whole entry, looked up): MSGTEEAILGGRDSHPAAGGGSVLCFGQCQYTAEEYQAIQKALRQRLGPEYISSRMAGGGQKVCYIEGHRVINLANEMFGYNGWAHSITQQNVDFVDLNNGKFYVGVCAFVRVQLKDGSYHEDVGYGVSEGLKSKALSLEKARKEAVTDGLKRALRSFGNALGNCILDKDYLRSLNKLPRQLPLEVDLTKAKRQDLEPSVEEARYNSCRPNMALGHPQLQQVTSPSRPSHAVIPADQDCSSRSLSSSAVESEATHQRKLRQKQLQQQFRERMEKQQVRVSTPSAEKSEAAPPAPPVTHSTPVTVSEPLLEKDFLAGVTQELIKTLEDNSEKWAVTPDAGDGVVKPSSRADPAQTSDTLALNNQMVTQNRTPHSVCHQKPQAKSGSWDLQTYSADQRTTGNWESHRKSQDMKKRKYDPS
RAD54 inh = RAD54 (human) branch migration inhibition; RAD54 Holliday junction branch migration, FAM/BHQ fluorescence; actives 0.14% (n = 360,000); inhibition, % at 10.4 µM; AID 602329;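 active means mean normalized replicate activity at least 40 and at least half of replicates scoring 40 or more; inconclusive means only one of the two criteria met; inactive means mean below 40 and under half of replicates reaching 40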;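 further: 0% = median of neutral control wells and 100% = median of positive control wells; inhibitors cause a drop in the FAM fluorescence signal; in these data hits start at about 50%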
E-selectin induc = induces E-selectin expression in human endothelial cells; P16581; HUVEC E-selectin immunofluorescence imaging; normalized: neutral wells 0, TNF-alpha wells 100; activation, % at 7.58 µM; actives 0.37% (n = 260,000);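 active means mean E-selectin-positive cell signal at least 10% of the positive control, reached in at least 60% of replicates, without over 20% cell loss; inconclusive means no rule given, readout overlaps actives, possibly toxicity-flagged; inactive means the rest, including those meeting only one limit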;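 further: in these data hits start at about 27%; measured in HUVEC primary endothelial cells; signal is the percent of cells scored E-selectin positive by PE staining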
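Test system – human umbilical vein endothelial cells (HUVEC), E-selectin induction · Input – 3,000 HUVEC seeded per well · Buffer or medium – EGM-2, gelatin · Compound dosing – single-point compound dose · Detection – immunofluorescence imaging · Measure – percent E-selectin-positive cells · Controls – TNF-alpha high, DMSO low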
ERAP1 inh = blocks human ERAP1 aminopeptidase activity; Q9NZ08; recombinant ERAP1, Leu-AMC fluorescence, 60 min; inhibition, % at 10.7 µM; actives 0.15% (n = 340,000); AID 652197;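 active means mean replicate inhibition of at least 30%, or all replicates individually reaching that 30% level; inactive means mean below 30% and not every replicate reaching it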;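 further: 0% = neutral control wells and 100% = L-leucinethiol positive control wells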
S100A4 inh HTS = inhibitors of human S100A4 binding to myosin IIA peptide; P26447; S100A4/TAMRA-MyoIIA peptide fluorescence polarization; inhibition, % at 10.7 µM; actives 0.14% (n = 360,000); AID 652163;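 active means mean inhibition of at least 70% across replicates, with every replicate also reaching that level; inconclusive means mean inhibition reaches 70% but some replicates fall short; inactive means mean inhibition below 70%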
Target sequence (P26447 whole entry, looked up): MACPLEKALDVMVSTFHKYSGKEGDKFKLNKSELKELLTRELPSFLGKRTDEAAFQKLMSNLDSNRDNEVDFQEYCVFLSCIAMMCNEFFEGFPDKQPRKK
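Material: S100A4 monomer (human). Medium: Calcium-containing HEPES buffer, pH 7.2. Probe or stimulus: labelled myosin peptide probe, 5 nM. Compound dosing: one concentration per compound. Timing: polarization read 5 min after assay mix addition, stable 5–60 min. Benchmarks: DMSO as neutral control, TFP as positive control.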
* = called active by the depositor; ? = inconclusive; / = no result given. Rows are unselected; about 2.5% have a hit in one of these screens.

SMILES | esBAF inh | XiGFP reactiv | ERp5 inh | RAD52 anneal inh | RAD54 inh | E-selectin induc | ERAP1 inh | S100A4 inh HTS
CCc1nnc(NC(=O)c2ccc(-c3ccc(C(C)=O)cc3)o2)s1 | 13 | 0.0 | 4 | -19 | -4 | -0.2 | -2 | -2
Cc1sc2ncn(CC(=O)NCC(=O)N3CCN(c4ccccc4F)CC3)c(=O)c2c1C | -4 | 0.0 | 2 | -12 | 8 | 0.1 | 0 | -4
CC(C)CN(C(=O)COC(=O)Cc1ccc(Cl)cc1)c1c(N)n(Cc2ccccc2)c(=O)[nH]c1=O | 1 | -0.1 | 4 | -16 | 3 | -0.3 | 11 | -3
CC(=O)c1cccc(NC(=O)c2ccoc2C)c1 | -2 | 0.0 | -12 | -13 | / | / | -3 | -2
CC1(C(=O)NCCc2c[nH]c3ccccc23)CCN1Cc1csc2ccccc12 (stereo unspecified) | 4 | 0.0 | 2 | -13 | -1 | -0.4 | 1 | -1
C/C(=C\C(=O)C(F)(F)F)Nc1ccc(C)cc1 | / | 0.0 | 2 | -3 | / | 0.0 | -1 | -3
CC(=O)c1cccc(NC(=O)COc2ccc3oc(=O)cc(C)c3c2)c1 | 13 | / | 2 | -9 | -8 | / | 3 | 1
COCCNC(=O)c1cccc(OC2CCN(Cc3cccc(SC)c3)CC2)c1 | 3 | 0.0 | 3 | -10 | 0 | 0.0 | -5 | -2
COc1cccc(-c2ccc3c(c2)[C@H]2[C@H](CCN2C(=O)Nc2ccccc2OC)[C@@H](CO)N3C)c1 | 2 | -0.1 | 6 | 27 | 11 | -0.6 | -1 | -11
O=C(C[C@H]1CC[C@@H]2[C@H](COC[C@@H](O)CN2C(=O)c2ccccc2F)O1)NCc1ccc(Cl)cc1 | 4 | 0.1 | -3 | -50 | -3 | 0.0 | 0 | -89
CCN(C(=O)CN1C(=O)c2ccccc2S1(=O)=O)C1CCCCC1 | -4 | -0.1 | -5 | -12 | 8 | -0.3 | -2 | 12
COc1ccccc1CNCC(=O)Nc1cc(S(=O)(=O)N2CCCCCC2)ccc1Cl | / | -0.1 | 8 | 9 | / | / | -1 | -5
CC1(C(=O)NS(=O)(=O)c2ccc(Cl)s2)CCN1C(=O)CCc1ccccc1 (stereo unspecified) | -9 | 0.2 | 2 | -9 | -4 | 4.3 | 0 | -1
c1ccc(-c2nc(-c3ccco3)n3ccccc23)cc1 | 1 | 0.1 | -3 | -29 | -1 | -2.0 | 0 | -11
CC(C)CC#Cc1ccc2c(c1)O[C@H](CN(C)Cc1cncnc1)[C@@H](C)CN([C@@H](C)CO)S2(=O)=O | 6 | 0.6 | 4 | 3 | -7 | 0.4 | 0 | 43
Cc1cccc(/C=N/NC(=O)c2cc(C3CC3)nc3ccccc23)n1 | 17 | 0.2 | -2 | -13 | -4 | / | 1 | 0
COc1ccc(-c2nc(=S)n3ccsc3n2)cc1OC | / | 0.4 | -2 | -6 | / | / | 3 | 0
O=C(O)c1ccc(-n2nnnc2SCc2cccc(Br)c2)cc1 | -8 | 0.0 | 3 | -11 | -16 | 0.1 | 1 | 3
O=C(CSc1n[nH]c(=O)[nH]c1=O)Nc1cccc(S(=O)(=O)N2CCOCC2)c1 | / | -0.1 | -4 | -18 | / | / | 0 | 3
Cc1cc(=O)oc2c3c(cc(OCC(=O)N[C@@H](Cc4ccccc4)C(=O)O)c12)OC(C)(C)CC3 | -2 | / | -1 | -6 | -10 | / | -9 | 0
O=C(Nc1ccc(F)cc1F)N1CCC(c2nc3ccccc3o2)CC1 | -4 | 0.0 | -4 | -31 | / | / | -1 | -2
C[C@H](CO)N1C[C@H](C)[C@@H](CN(C)Cc2ccc3c(c2)OCO3)Oc2ccc(NS(=O)(=O)c3cccs3)cc2CC1=O | 2 | 0.3 | 0 | 12 | 0 | -8.9 | 0 | -1
CON(C)S(=O)(=O)c1cccc(C(=O)N(CC(=O)Nc2ccccc2C(F)(F)F)Cc2ccco2)c1 | 14 | -0.1 | / | -23 | 15 | -1.7 | 2 | -12
CC1(C)C(=O)Nc2ccccc2N1C(=O)c1ccc([N+](=O)[O-])cc1 | 8 | 0.3 | 4 | -31 | 1 | -0.1 | 2 | 2
O=C(CN1c2ccccc2S(=O)(=O)c2ccccc21)NCc1ccc(F)cc1 | -1 | 0.0 | -2 | -17 | -7 | / | 4 | -6
Cc1occc1C(=O)N/N=C/c1ccc(N(C)C)cc1 | -56 | 0.3 | 6 | -5 | 2 | 0.0 | / | -4
COc1ccccc1CNC(=O)COC(=O)Cc1cccs1 | / | 0.4 | 1 | -13 | -3 | 7.7 | 1 | 0
COc1ccc(NC(=S)Nc2cccc3ccccc23)cc1OC | / | -0.1 | 1 | -11 | -5 | 0.2 | 0 | -6
O=C(Nc1ccc(F)cc1)N1CCN(c2ccc(F)cc2)CC1 | / | 0.1 | 2 | -6 | / | / | -5 | -1
CCN(CC)CC#Cc1ccc(C)cc1 | -1 | 0.3 | -4 | -14 | -21 | 3.7 | 3 | 1
CCC(=O)N1[C@@H](CO)[C@@H](c2ccc(-c3ccccc3)cc2)[C@@H]1CNC(=O)COC | -1 | 0.0 | / | / | -6 | 0.0 | / | /
CCCC#Cc1cnc2c(c1)C(=O)N([C@@H](C)CO)C[C@H](C)[C@@H](CN(C)C(=O)C1CC1)O2 | -6 | -0.4 | 2 | 2 | 4 | 0.4 | -1 | -4
COc1cc(Cl)c(C)cc1NC(=O)CSc1cc(Cl)ccc1Cl | / | -0.1 | 1 | -7 | -11 | 1.1 | -1 | -6
C[C@H](NC(=O)c1ccco1)C(=O)Nc1cc(S(=O)(=O)N2CCCC2)ccc1OCC(F)(F)F | 3 | 0.0 | -6 | -25 | -13 | -0.4 | -1 | -4
C[C@H](CO)N1C[C@H](C)[C@@H](CN(C)S(=O)(=O)c2ccccc2F)Oc2cc(-c3ccncc3)ccc2S1(=O)=O | -3 | -1.2 | -2 | -14 | 4 | -0.1 | -4 | 14
CCOc1ccc(CCNC(=O)C(CCC(N)=O)NC(=O)OCc2ccccc2)cc1OCC (stereo unspecified) | / | 0.4 | 2 | -1 | / | -1.7 | 3 | 5
COc1ccc(NC(=O)C2CCCN(S(=O)(=O)c3ccc4c(c3)oc(=O)n4C)C2)cc1OC (stereo unspecified) | 1 | 0.1 | 3 | -10 | 5 | 0.0 | 1 | -6
C=CCn1cc(C(=O)NCCOC)c(=O)c2cc(S(=O)(=O)N(CC)CC)ccc21 | -1 | / | 6 | -8 | 2 | / | 3 | -2
COc1ccccc1N1CCN(C(=O)CNS(=O)(=O)c2ccc(Br)s2)CC1 | -7 | 0.4 | -1 | -3 | 8 | 1.3 | 4 | -1
COc1ccc2nc(SCC(=O)C(C)(C)C)[nH]c2c1 | / | 0.0 | 7 | -5 | / | -0.1 | -6 | 3
O=C(C[C@H]1CC[C@@H]2[C@H](COC[C@H](O)CN2S(=O)(=O)c2ccccc2)O1)NCCN1CCCCC1 | 0 | 0.0 | 2 | 11 | 3 | -0.1 | 1 | 9
CCN1/C(=C/c2ccc3cc(C)ccc3[n+]2C)Sc2ccc3sccc3c21 | -55 | 0.6 | 8 | -480 | -34 | ? | 10 | -20
CC(Cc1ccsc1)NC(=O)CCc1nnc(COc2ccccc2)o1 (stereo unspecified) | 6 | 0.2 | -8 | -13 | 7 | 2.4 | 22 | 3
COc1ccc(-c2cc(C(=O)OCC(=O)c3c(N)n(C)c(=O)n(C)c3=O)c3ccccc3n2)cc1 | / | 0.0 | -2 | -22 | / | 2.2 | -1 | -2
CNC(=O)C[C@H]1CC[C@H]2[C@H](COc3ccc(NC(=O)Nc4cccc(C)c4)cc3C(=O)N2C)O1 | 2 | 0.2 | 0 | 8 | 5 | -0.1 | 0 | -4
NNC(=O)COc1ccc(C(F)(F)F)cc1 | 4 | 0.0 | 4 | -14 | 1 | / | -3 | -5
Cc1noc(C)c1S(=O)(=O)N(C)C[C@H]1Oc2c(NC(=O)c3cnccn3)cccc2C(=O)N([C@@H](C)CO)C[C@H]1C | -6 | -0.5 | 2 | -2 | 0 | -0.1 | 0 | 4
O=C(CCN1N=C(c2ccccc2)CCC1=O)NCC1CCCO1 (stereo unspecified) | -8 | 0.0 | 0 | -6 | -8 | / | -5 | -3
CCN1CCN(c2ccc([N+](=O)[O-])c(Sc3nc4ccccc4[nH]3)c2)CC1 | / | 0.0 | 0 | 4 | / | / | 2 | 0
CN(Cc1ccccc1)c1ncnc2c1cnn2-c1ccccc1 | 40 | / | -2 | -14 | -3 | / | 4 | 1
O=C(NNc1ccccc1)c1ccc(Cl)c(Cl)c1 | / | 0.1 | 6 | -17 | / | 1.4 | 0 | -1
C=CCn1c(SCC(=O)NC2CC2)nnc1-c1ccccn1 | -2 | 0.1 | 10 | -16 | -4 | -0.3 | -1 | -3
Cn1c(=O)c2c(ncn2CC(=O)N2CCCCCC2)n(C)c1=O | / | 0.1 | 1 | 2 | / | 1.7 | / | 7
O=c1[nH]c2ccccc2cc1CN(c1ccccc1)S(=O)(=O)c1ccccc1 | / | 1.8 | 0 | 12 | / | -0.4 | -2 | -4
CSc1ncnc2[nH]ccc12 | 0 | 0.0 | 3 | -2 | -2 | 0.1 | 0 | 0
Cc1noc(C)c1NC(=O)Nc1cccc2c1O[C@@H](CN(C)S(=O)(=O)c1ccc(F)cc1)[C@@H](C)CN([C@@H](C)CO)C2=O | -6 | -0.1 | 7 | 3 | 6 | -3.7 | 5 | -2
COc1cccc(NC(=O)COC(=O)CCC2CCCC2)c1 | 4 | 0.0 | 2 | -4 | 1 | / | 0 | -5
CCCC(=O)Nc1ccc2c(c1)C(=O)N(C)C[C@@H](OC)[C@H](C)CN(C(=O)CC1CC1)[C@@H](C)CO2 | -1 | -0.3 | -6 | -5 | -3 | -0.1 | / | -31
CCOc1ccc(CNC(=O)CCS(=O)(=O)Cc2ccc(C)cc2)cc1OC | 0 | 0.1 | -1 | -24 | -10 | 2.6 | 0 | 0
Cc1cc(C)c(C(=O)CSc2nnc(-c3cccnc3)n2C)c(C)c1 | / | / | 0 | -7 | / | / | 1 | 0
(more compounds)
SMILES | esBAF inh | XiGFP reactiv | ERp5 inh | RAD52 anneal inh | RAD54 inh | E-selectin induc | ERAP1 inh | S100A4 inh HTS
CCCCN(C(=O)c1cccc(S(=O)(=O)N2CCN(C)CC2)c1)c1c(N)n(CCC)c(=O)[nH]c1=O | 0 | -0.1 | -9 | -8 | / | -0.1 | 0 | -5
O=c1c(Cc2ccccc2)c(O)ccn1Cc1ccco1 | / | 0.3 | -4 | -8 | / | 0.0 | / | -8
O=C(CCc1nc2ccccc2s1)Nc1cccnc1 | 12 | 0.0 | 4 | -13 | -2 | / | -4 | 1
COc1ccc(S(=O)(=O)NCCc2c[nH]c3ccc(C)cc23)cc1 | -15 | 0.0 | -2 | -16 | -1 | / | -3 | 0
